ERp5 block – blocks human ERp5 reductase activity on insulin; Q15084; ERp5 insulin aggregation, absorbance 650 nm, 90 min; inhibition, % at 9.99 µM; 0.05% of 350,000 active; AID 651711;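 active means mean replicate inhibition above about 25%, with every replicate also reaching it, limit read from the data, passing the limit was not always enough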
PglD DTNB – blocks C. jejuni PglD acetyltransferase activity; purified PglD enzyme, DTNB colorimetric CoA detection; inhibition, % at 12.5 µM; 0.098% of 360,000 active; in the data active means inhibition above about 16%, passing the limit was not always enough; further: strong numbers were not always called active
Casp6 inh – caspase-6 (human) enzyme inhibition; P55212; 0.53% of 350,000 active; purified caspase-6, Z-VEID-R110 cleavage fluorescence; inhibition, % at 12.5 µM; AID 686996;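 active means mean inhibition across replicates at least about 35%, with every replicate also reaching that limit, limit read from the data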;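 further: 0% = median of neutral control wells and 100% = no fluorescence left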
E-selectin induc – E-selectin induction on HUVECs | HUVEC E-selectin immunofluorescence imaging; normalized: neutral wells 0, TNF-alpha wells 100 | activation, % at 7.58 µM | 0.37% of 260,000 active | AID 686992;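 active means mean E-selectin-positive cell signal at least 10% of the positive control, reached in at least 60% of replicates, without over 20% cell loss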;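 further: in these data hits start at about 27%; measured in HUVEC primary endothelial cells; signal is the percent of cells scored E-selectin positive by PE staining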
Target sequence (P16581 whole entry, looked up): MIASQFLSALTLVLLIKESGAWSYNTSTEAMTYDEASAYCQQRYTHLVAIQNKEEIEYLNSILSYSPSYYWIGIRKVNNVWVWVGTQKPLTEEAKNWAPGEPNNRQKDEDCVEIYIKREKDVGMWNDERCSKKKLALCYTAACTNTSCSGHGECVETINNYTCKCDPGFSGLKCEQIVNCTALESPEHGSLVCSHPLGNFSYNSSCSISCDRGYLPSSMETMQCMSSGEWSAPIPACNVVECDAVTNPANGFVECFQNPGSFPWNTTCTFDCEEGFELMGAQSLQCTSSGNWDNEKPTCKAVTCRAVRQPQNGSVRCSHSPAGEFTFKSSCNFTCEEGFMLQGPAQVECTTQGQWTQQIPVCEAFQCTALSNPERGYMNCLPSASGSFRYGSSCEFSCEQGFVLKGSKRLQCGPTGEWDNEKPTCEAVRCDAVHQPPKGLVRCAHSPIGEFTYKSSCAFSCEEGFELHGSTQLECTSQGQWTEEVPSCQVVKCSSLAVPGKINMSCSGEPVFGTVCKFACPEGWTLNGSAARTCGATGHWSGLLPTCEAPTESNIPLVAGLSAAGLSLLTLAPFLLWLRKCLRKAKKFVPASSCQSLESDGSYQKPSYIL
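System: HUVEC, human umbilical vein endothelial cells; quantity: 3,000 cells/well; buffer or medium: EGM-2 medium, gelatin-coated wells; dosing: single-point compound dose; detection: immunofluorescence imaging; evaluation: % PE-positive cells; benchmarks: TNF-alpha, DMSO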
RAD54 branch – inhibitors of human RAD54 branch migration | RAD54 Holliday junction branch migration, FAM/BHQ fluorescence | 0.14% of 360,000 active | inhibition, % at 10.4 µM | Q92698;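 active means mean normalized replicate activity at least 40 and at least half of replicates scoring 40 or more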;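 further: 0% = median of neutral control wells and 100% = median of positive control wells; inhibitors cause a drop in the FAM fluorescence signal; in these data hits start at about 50%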
esBAF inh – blocks esBAF chromatin remodeling in mouse ES cells | Bmi1-luciferase knock-in reporter, 24 h; 100% = twice the neutral-well signal | reporter increase, % at 12.5 µM | 2% of 350,000 active; in the data active means activation above about 40%;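 further: 0% = median of the plate's neutral control wells and 100% = double that signal; a rise in the Bmi1 reporter signal indicates esBAF inhibition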
RAD52 anneal inh – inhibitors of human RAD52 DNA annealing; P43351; recombinant RAD52 DNA annealing, FRET fluorescence; inhibition, % at 18.7 µM; 0.46% of 360,000 active; AID 651710;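 active means every replicate showing at least 50% inhibition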
Target sequence (P43351 whole entry, looked up): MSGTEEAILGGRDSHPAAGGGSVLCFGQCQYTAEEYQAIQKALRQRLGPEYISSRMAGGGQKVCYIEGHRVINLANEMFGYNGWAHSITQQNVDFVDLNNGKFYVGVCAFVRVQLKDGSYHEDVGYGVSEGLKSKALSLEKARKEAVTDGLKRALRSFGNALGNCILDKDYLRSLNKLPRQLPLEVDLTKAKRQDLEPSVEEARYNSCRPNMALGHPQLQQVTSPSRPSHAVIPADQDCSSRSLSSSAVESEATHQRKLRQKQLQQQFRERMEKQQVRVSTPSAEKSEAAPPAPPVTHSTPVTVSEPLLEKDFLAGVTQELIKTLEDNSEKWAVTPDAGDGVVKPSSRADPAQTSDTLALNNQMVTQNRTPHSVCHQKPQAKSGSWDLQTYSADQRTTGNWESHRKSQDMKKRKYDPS
ARNT TACC3 PPI – disrupts binding between human ARNT and TACC3; Q9Y6A5; AlphaScreen His-ARNT PAS-B/GST-TACC3 binding, luminescence; TACC3 fragment carries E629A point mutation; inhibition, % at 9.99 µM; 0.66% of 390,000 active; AID 623870;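 active means mean inhibition of replicates at least 50% and at least half of replicates each reaching 50%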;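 further: 0% = complete ARNT plus TACC3 wells and 100% = ARNT alone without TACC3; many hits fall short of the cut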
Active calls of the source: *; / = not tested or not shown.

SMILES	ERp5 block	PglD DTNB	Casp6 inh	E-selectin induc	RAD54 branch	esBAF inh	RAD52 anneal inh	ARNT TACC3 PPI
COc1ccc(N2C3=C(C(=O)CC(C)(C)C3)C(c3cnn(C)c3)C3=C2CC(C)(C)CC3=O)cc1	-5	-4	4	-0.1	0	/	-11	-1
Cc1ccc(Cl)cc1-c1cc(C(=O)NCC2CCCCC2)[nH]n1	0	3	0	/	5	-14	-11	/
Cc1ccc(S(=O)(=O)Nc2ccc3c(c2)C(=O)N(C)[C@H]2CC[C@@H](CC(=O)NCCc4ccncc4)O[C@@H]2CO3)cc1	1	-2	2	-0.1	3	-3	2	-5
O=C(c1ccccc1Br)N1CCc2c([nH]c3ccccc23)C1	1	3	-3	-0.1	4	0	-11	1
CC(C)(C)OC(=O)NCCCCCNC(=O)c1nc[nH]c1C(=O)NCC(=O)OCc1ccccc1	0	1	2	0.1	-6	-5	-7	6
CCOc1ccccc1NC(=O)COC(=O)c1ccc2ccccc2n1	4	3	0	/	-8	2	-25	14
OC1(c2ccc(Cl)cc2)CCN(Cc2c[nH]c3ccccc23)CC1	-5	1	-2	-0.2	5	-7	2	10
CC(C)c1ccc(CC(=O)N2CCC2(C)C(=O)NS(=O)(=O)c2ccc(Cl)s2)cc1 (centres undefined)	0	-3	-1	0.0	10	7	-14	/
c1ccc(SCCc2ccncc2)cc1	/	-2	/	/	0	38	/	3
CCc1nc(SCC(=O)Nc2ccc(F)cc2F)c2c(=O)n(C)c(=O)n(C)c2n1	-2	-1	2	0.5	4	1	1	1
CCN(CC)C(=O)c1cccc(-c2csc(C(C)(NC(C)=O)c3ccccc3)n2)c1 (centres undefined)	-1	-1	1	0.1	12	-3	-11	/
FC(F)(F)c1ccccc1Cc1c(-c2cccc(Cl)c2)nc2ccc(Br)cn12	-3	-6	3	0.3	-2	42*	-77	/
O=C1CCCN1C(=O)COc1ccccc1[N+](=O)[O-]	11	4	-2	/	5	3	-8	4
O=C(CCN1C(=O)C2CC=CCC2C1=O)Nc1nccs1 (centres undefined)	3	-4	-2	-0.1	-3	/	-4	0
CO[C@H]1CN(C)C(=O)c2cc(NS(C)(=O)=O)ccc2OC[C@@H](C)N(C)C[C@H]1C	-7	1	/	0.3	2	-2	-3	-3
Cc1sc2nc(C(C)C)oc(=O)c2c1C	/	-3	/	/	-14	-10	/	-1
O=C(CSc1nc2c(c(C(F)(F)F)n1)CCc1ccccc1-2)NCc1ccccc1	/	-1	/	/	8	10	/	-6
O=C(NCCN1C(=O)S/C(=C\c2ccc(Cl)c(Cl)c2)C1=O)c1ccc2c(c1)C(=O)N(Cc1ccncc1)C2=O	-6	-2	-3	1.5	-4	/	-14	-5
C[C@H]1CN([C@@H](C)CO)C(=O)Cc2cc(NC(=O)NC3CCCCC3)ccc2O[C@@H]1CN(C)Cc1ccc(Oc2ccccc2)cc1	-4	-1	1	0.5	5	-5	-1	-1
C[C@H]1CN([C@@H](C)CO)C(=O)c2cccc(N(C)C)c2O[C@@H]1CN(C)C(=O)Nc1ccc(F)cc1	4	-3	1	-0.1	-9	-3	-2	-5
O=C(CSCc1cccc(Br)c1)NC1CC1	3	/	2	-0.2	/	/	-6	-3
COc1ccc(C(=O)c2ccc(-c3ccc(OC)cc3)nc2)cc1	4	2	-2	0.0	-10	6	-5	4
COc1ccc(Cc2nnc(SCC(=O)Nc3cc(Cl)ccc3C)[nH]c2=O)cc1	13	/	0	0.3	/	-9	-11	-2
C[C@H](CO)N1C[C@H](C)[C@H](CN(C)Cc2ccc3c(c2)OCO3)Oc2ccc(NS(=O)(=O)c3ccc(F)cc3)cc2CC1=O	-3	1	/	0.2	-23	11	3	/
CC(=O)Nc1cc(-c2nn(C)c(=O)c3ccccc23)ccc1N1CCOCC1	/	1	/	/	0	-2	/	-12

Some of the entries above in another layout:
Compound | ERp5 block | PglD DTNB | Casp6 inh | E-selectin induc | RAD54 branch | esBAF inh | RAD52 anneal inh | ARNT TACC3 PPI
CCOc1ccccc1NC(=O)COC(=O)c1ccc2ccccc2n1 | 4 | 3 | 0 | / | -8 | 2 | -25 | 14
OC1(c2ccc(Cl)cc2)CCN(Cc2c[nH]c3ccccc23)CC1 | -5 | 1 | -2 | -0.2 | 5 | -7 | 2 | 10
CC(C)c1ccc(CC(=O)N2CCC2(C)C(=O)NS(=O)(=O)c2ccc(Cl)s2)cc1 (centres undefined) | 0 | -3 | -1 | 0.0 | 10 | 7 | -14 | /
c1ccc(SCCc2ccncc2)cc1 | / | -2 | / | / | 0 | 38 | / | 3
CCc1nc(SCC(=O)Nc2ccc(F)cc2F)c2c(=O)n(C)c(=O)n(C)c2n1 | -2 | -1 | 2 | 0.5 | 4 | 1 | 1 | 1
CCN(CC)C(=O)c1cccc(-c2csc(C(C)(NC(C)=O)c3ccccc3)n2)c1 (centres undefined) | -1 | -1 | 1 | 0.1 | 12 | -3 | -11 | /
FC(F)(F)c1ccccc1Cc1c(-c2cccc(Cl)c2)nc2ccc(Br)cn12 | -3 | -6 | 3 | 0.3 | -2 | 42* | -77 | /
O=C1CCCN1C(=O)COc1ccccc1[N+](=O)[O-] | 11 | 4 | -2 | / | 5 | 3 | -8 | 4
O=C(CCN1C(=O)C2CC=CCC2C1=O)Nc1nccs1 (centres undefined) | 3 | -4 | -2 | -0.1 | -3 | / | -4 | 0
CO[C@H]1CN(C)C(=O)c2cc(NS(C)(=O)=O)ccc2OC[C@@H](C)N(C)C[C@H]1C | -7 | 1 | / | 0.3 | 2 | -2 | -3 | -3
Cc1sc2nc(C(C)C)oc(=O)c2c1C | / | -3 | / | / | -14 | -10 | / | -1
O=C(CSc1nc2c(c(C(F)(F)F)n1)CCc1ccccc1-2)NCc1ccccc1 | / | -1 | / | / | 8 | 10 | / | -6
O=C(NCCN1C(=O)S/C(=C\c2ccc(Cl)c(Cl)c2)C1=O)c1ccc2c(c1)C(=O)N(Cc1ccncc1)C2=O | -6 | -2 | -3 | 1.5 | -4 | / | -14 | -5
C[C@H]1CN([C@@H](C)CO)C(=O)Cc2cc(NC(=O)NC3CCCCC3)ccc2O[C@@H]1CN(C)Cc1ccc(Oc2ccccc2)cc1 | -4 | -1 | 1 | 0.5 | 5 | -5 | -1 | -1
C[C@H]1CN([C@@H](C)CO)C(=O)c2cccc(N(C)C)c2O[C@@H]1CN(C)C(=O)Nc1ccc(F)cc1 | 4 | -3 | 1 | -0.1 | -9 | -3 | -2 | -5
O=C(CSCc1cccc(Br)c1)NC1CC1 | 3 | / | 2 | -0.2 | / | / | -6 | -3
COc1ccc(C(=O)c2ccc(-c3ccc(OC)cc3)nc2)cc1 | 4 | 2 | -2 | 0.0 | -10 | 6 | -5 | 4
COc1ccc(Cc2nnc(SCC(=O)Nc3cc(Cl)ccc3C)[nH]c2=O)cc1 | 13 | / | 0 | 0.3 | / | -9 | -11 | -2
C[C@H](CO)N1C[C@H](C)[C@H](CN(C)Cc2ccc3c(c2)OCO3)Oc2ccc(NS(=O)(=O)c3ccc(F)cc3)cc2CC1=O | -3 | 1 | / | 0.2 | -23 | 11 | 3 | /
CC(=O)Nc1cc(-c2nn(C)c(=O)c3ccccc23)ccc1N1CCOCC1 | / | 1 | / | / | 0 | -2 | / | -12

New compounds follow:
SMILES	ERp5 block	PglD DTNB	Casp6 inh	E-selectin induc	RAD54 branch	esBAF inh	RAD52 anneal inh	ARNT TACC3 PPI
C[C@@H]1CN([C@H](C)CO)C(=O)c2cc(-c3cccnc3)cnc2O[C@@H]1CN(C)S(C)(=O)=O	0	-1	2	-0.8	8	-4	6	-2
O=C(CN1CCN(c2ccccn2)CC1)Nc1ccc(OC(F)(F)F)cc1	-3	1	-2	-0.1	12	4	-15	-8
COCCNC(=O)C(C)OC(=O)c1nsc(Cl)c1Cl (centres undefined)	/	-8	/	/	-7	-9	/	-7
Cn1c(=O)c(=O)n(C)c2cc(S(=O)(=O)Nc3ccc4c(c3)OCCO4)ccc21	/	2	/	/	-4	-19	/	0
O=C(Nc1cc(Cl)ccc1-n1cncn1)c1cncc(Br)c1	2	4	2	3.5	-8	/	-10	-15
COC(=O)c1ccc(COc2ccccc2/C=N/NS(=O)(=O)c2ccc(C)cc2)cc1	/	-1	/	/	1	28	/	-5
O=C(Nc1nccs1)c1ccc(N2C(=O)[C@@H]3[C@H](C2=O)[C@H]2C=C[C@@H]3C2)cc1	6	7	1	-0.1	-7	23	-21	2
CC(Oc1ccc(Cl)cc1)C(=O)/C=C/N(C)C (centres undefined)	/	-3	/	/	-7	12	/	4
COC(=O)c1sccc1NC(=O)c1ccco1	/	2	/	/	2	-1	/	-6
Cc1cnc(NC(=O)c2c(-c3ccccc3)noc2C)s1	0	5	1	/	-6	/	-6	5
Cc1nn(C)cc1NC(=O)C[C@H]1CC[C@H]2[C@@H](COc3ccc(NC(=O)C(C)C)cc3C(=O)N2C)O1	/	3	/	0.1	-2	2	/	-33
COc1ccc(C(C)(O)c2nc(/C=C/c3ccccc3)cs2)cc1 (centres undefined)	-5	10	-1	0.0	8	12	-14	/
O=C(NC1CCCC1)C(C1CC1)n1c(C2CCCC2)nc2ccccc21 (centres undefined)	-4	/	0	0.3	/	/	-17	/
O=C(N[C@H]1CC[C@@H](CCn2cc(C3(O)CCCC3)nn2)O[C@@H]1CO)C1CC1	-4	0	-4	0.2	2	1	10	2
COc1ccc(CNC(=O)CCN2C(=S)NC(C)(C)CC2C)cc1 (centres undefined)	13	-3	-2	/	-1	/	-11	-3
Cc1ccc(-c2nc(C#N)c(N3CCC(C(N)=O)CC3)o2)cc1	3	-6	-2	25	-3	-2	-10	0
COc1ccc(C(O)c2ncc(-c3ccccc3)[nH]2)cc1 (centres undefined)	-1	-2	-1	0.4	1	7	-19	/
COc1ccc(C(O)C(CN2CCOCC2)c2ccccc2)cc1F (centres undefined)	/	3	/	/	-7	-2	/	-1
O=C(NCCC(=O)N(CCc1ccccc1)Cc1ccccc1)c1ccccc1Cl	4	4	-81	/	-4	-6	20	4
CC(C)CN(CC(C)C)S(=O)(=O)N1CCC(C(=O)NCc2ccc3c(c2)OCO3)CC1	5	/	0	-0.6	/	/	-6	-15
COc1cccc(CN(C)CCCn2cnc(C(=O)Nc3ccc(C)c(C)c3)n2)c1	-11	-3	-4	/	0	-6	-4	1
O=C(Nc1ccc(Cl)cn1)c1ccc(Oc2ccccc2)cc1	-7	-1	-1	/	1	25	-27	-3
O=C(Nc1cccc(S(=O)(=O)NC2=NCCCCC2)c1)c1cc(-c2ccc(Cl)cc2)nc2ccccc12	2	/	1	/	/	/	-12	-2
Cc1ccc(NC(=O)c2cc(S(=O)(=O)N3CCCC3)cn2C)cc1C	-9	-2	-1	-0.2	2	0	-12	0
O=C(N/N=C/c1ccsc1)c1cc(-c2cccs2)nc2ccccc12	1	-1	-2	/	9	/	-13	2
